Screens (PubChem BioAssay)
POLK inh: inhibitors of human DNA polymerase kappa | AID 588579 | Q9UBT6 | Potency, µM (top dose mostly 107 µM), for the others: at the highest dose activity, negative = inhibition, actives largely listed as inhibitors | purified Pol kappa, fluorescent DNA synthesis assay, 10 min | 400,000 tested, 0.53% active; note: % is set by controls: 0 for no effect and ±100 for the full control effect
Target sequence (Q9UBT6 whole entry, looked up): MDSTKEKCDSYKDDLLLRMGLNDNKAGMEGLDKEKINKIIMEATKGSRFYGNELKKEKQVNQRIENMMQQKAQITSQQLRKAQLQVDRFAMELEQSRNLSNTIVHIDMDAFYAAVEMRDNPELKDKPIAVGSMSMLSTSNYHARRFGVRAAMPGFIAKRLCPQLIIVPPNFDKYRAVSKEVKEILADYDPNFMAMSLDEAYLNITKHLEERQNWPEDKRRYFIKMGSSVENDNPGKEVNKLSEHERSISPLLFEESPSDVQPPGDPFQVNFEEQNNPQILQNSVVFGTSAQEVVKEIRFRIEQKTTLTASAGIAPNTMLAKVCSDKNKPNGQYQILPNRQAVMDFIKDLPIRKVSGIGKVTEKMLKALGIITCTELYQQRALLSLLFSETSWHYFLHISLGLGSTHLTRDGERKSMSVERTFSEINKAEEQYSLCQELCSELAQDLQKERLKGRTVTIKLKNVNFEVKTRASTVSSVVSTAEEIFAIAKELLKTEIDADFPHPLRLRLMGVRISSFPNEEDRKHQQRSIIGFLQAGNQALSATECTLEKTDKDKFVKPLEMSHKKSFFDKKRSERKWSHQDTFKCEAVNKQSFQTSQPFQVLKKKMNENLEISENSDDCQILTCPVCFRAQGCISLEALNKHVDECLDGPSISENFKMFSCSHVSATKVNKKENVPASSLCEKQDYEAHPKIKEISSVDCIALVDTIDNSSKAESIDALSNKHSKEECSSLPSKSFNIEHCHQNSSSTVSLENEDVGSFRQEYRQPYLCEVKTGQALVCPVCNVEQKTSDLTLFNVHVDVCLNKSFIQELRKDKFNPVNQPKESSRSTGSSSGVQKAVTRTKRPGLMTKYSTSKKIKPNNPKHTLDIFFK
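Fluorescent qHTS in 1536-well format: enzyme (10 nM) and compound sat 15 min at room temperature before 50 nM substrate (final) was added. Signal taken at 0 and 10 min; no-enzyme buffer wells were negative controls.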
POLH inh: inhibitors of human DNA polymerase eta; Q9Y253; recombinant Pol eta, fluorescent DNA replication assay; Potency, µM (highest dose often 114 µM), for inactives: at the highest dose activity change, negative = inhibition, usual class: inhibitors; 390,000 tested, 1.2% active; AID 588591; note: % is set by controls: 0 for no effect and ±100 for the full control effect
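Pol eta at 10 nM preincubated with compounds 15 min at room temperature; reaction started with fluorescent substrate (50 nM final) and read kinetically at 0 and 10 min.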
Anesthetic bind: binds horse apoferritin like a general anesthetic. apoferritin/1-aminoanthracene competitive binding, fluorescence. Potency, µM (highest dose often 77.5 µM), without a hit: top-dose activity change, negative = displacement, most hits filed as inhibitors. 350,000 tested, 0.074% active. AID 485281; note: % is set by controls: 0 for no effect and ±100 for the full control effect; nearly all actives have a fitted effect of over 20% in size
Target sequence (P02791 2-175 limits assumed): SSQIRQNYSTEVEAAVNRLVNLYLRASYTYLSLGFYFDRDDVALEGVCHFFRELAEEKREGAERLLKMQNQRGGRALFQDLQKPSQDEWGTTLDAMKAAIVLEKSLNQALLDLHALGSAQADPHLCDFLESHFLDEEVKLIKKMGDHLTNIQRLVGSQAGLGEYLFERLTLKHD
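Probe: 1-aminoanthracene (50% saturated, PBS). Protein: horse-spleen apoferritin, 10 uM. Incubation: 10 min, room temperature. Detection: 380 nm excitation, 535 nm emission. Analysis: normalized response, four-parameter Hill.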
BAZ2B inh: blocks human BAZ2B | Q9UIF8 | AlphaScreen BAZ2B-H3K14Ac peptide displacement | Potency, µM (top dose mostly 114 µM), without a hit: at the highest dose activity change, negative = inhibition, actives largely listed as inhibitors | 360,000 tested, 4.4% active | AID 504333; note: % is set by controls: 0 for no effect and ±100 for the full control effect; nearly all actives have a fitted effect of over 60% in size
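BAZ2B 50 nM plus b-H3(5-23)K14Ac 50 nM, PBS pH 7.4/0.01% Tween-20, 30 min RT; compound added (max 110 uM), 30 min RT; streptavidin donor/Ni-chelate acceptor beads 10 ug/mL final, 20 min dark; AlphaScreen read.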
G9a block: inhibitors of human histone lysine methyltransferase G9a | G9a H3K9 monomethylation, AlphaScreen, 2 h | Potency, µM (highest dose often 102 µM), for inactives: at the top dose activity, negative = inhibition, hits mostly inhibitors | Q96KQ7 | 350,000 tested, 8.8% active | AID 504332; note: % is set by controls: 0 for no effect and ±100 for the full control effect; nearly all actives have a fitted effect of over 75% in size
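G9a (20 nM) preincubated 15 min RT with compounds, then 500 nM biotinylated H3K9 peptide and 20 uM SAM added; 2 h RT reaction. Monomethyl-H3K9 product detected by AlphaScreen with anti-H3K9me1 antibody, streptavidin donor and anti-rabbit IgG acceptor beads.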
APE1 inh: inhibitors of human APE1 endonuclease. Potency, µM (highest dose often 65.8 µM), for inactives: at the top dose activity change, negative = inhibition, actives largely listed as inhibitors. P27695. recombinant APE1, TAMRA/BHQ-2 abasic DNA cleavage fluorescence. 350,000 tested, 0.35% active;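 note: plate controls were vehicle for no effect and reference inhibitor for full effect; nearly all actives have a fitted effect of over 55% in size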
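Incision of a quenched TAMRA/BHQ-2 THF abasic-site duplex (50 nM) by 0.75 nM APE1, after 15 min compound preincubation, measured as fluorescence increase over three 60 s reads. Values normalized to buffer, DMSO and NSC13755 control wells.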
Pol beta inh: blocks human DNA polymerase beta activity; 340,000 tested, 1.3% active; Pol beta primer extension/strand displacement, fluorescence kinetic; Potency, µM (highest dose often 114 µM), inactives show top-dose activity change, negative = inhibition, most hits filed as inhibitors; P06746; note: % is set by controls: 0 for no effect and ±100 for the full control effect
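Enzyme-only controls used 10 nM Pol beta; buffer lacking enzyme served as negative control. Compound preincubated 15 min, then 50 nM substrate added; 0 and 10 min reads at room temperature.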
Pol iota inh: DNA polymerase iota (human) inhibition; Potency, µM (titrated, usually from 115 µM), for the others: at the highest dose activity, negative = inhibition, most hits filed as inhibitors; 390,000 tested, 1% active; Pol iota fluorescent replication assay, 10 min
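Fluorescent replication assay read twice, at 0 min and 10 min after adding 50 nM (final) substrate. Enzyme (10 nM) and compounds were first incubated 15 min at room temperature; enzyme-free buffer wells were negative controls.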
BLM helicase inh: Bloom syndrome helicase (human) inhibition. P54132. recombinant BLM DNA unwinding, fluorescence dequenching. Potency, µM (titrated, usually from 56.1 µM), for inactives: at the top dose activity change, negative = inhibition, most hits filed as inhibitors. 350,000 tested, 0.2% active. AID 2528;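 note: plate controls were vehicle for no effect and no enzyme for full effect; nearly all actives have a fitted effect of over 35% in size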
The depositor's hits bear a star; ? = inconclusive; · = no result given; & = joins results of further samples; [ ] = remark or other dose. Calls come from the whole dose curve; as a rule, active = well fitted curve in the direction sought with a large enough effect; inconclusive = small, poorly fitted or top-dose-only effect, or another doubt; inactive = no such curve, though single readings can be large; an effect the other way counts as inactive or inconclusive. Potency is the fitted concentration of half-maximal effect.

Fields: POLK inh | POLH inh | Anesthetic bind | BAZ2B inh | G9a block | APE1 inh | Pol beta inh | Pol iota inh | BLM helicase inh
1: CC1(C)C(=O)C2C[C@]3(O)C4=CC(=O)OC(c5ccoc5)[C@]4(C)CCC3[C@](C)(C2=O)C1CC(=O)O (some centres undefined)
→ 2%[60.1 µM] | · | -6% | · | ? | -2% | · | · | 2%
2: C=CCN1C(c2ccccc2)=CS/C1=C(\C#N)c1nnc2n1CCCCC2
→ -5% | 2% | -16% | ? | ? | -4% | 3% | -1% | -2%
3: COc1cc(C2CC(=O)Nc3c2c(C)nn3-c2nc(C)cc(C)n2)cc(OC)c1O (centres undefined)
→ -31% | -13% | 5% | 1% | -9%[59 µM] | · | -21% | 13% | 0%
4: CCOC(=O)/C(C#N)=C/c1ccc(OC(=O)c2ccco2)c(OCC)c1
→ -12% | -3% | -17% | 2% | ? | -1% | 11%[57.1 µM] | 114%[activator] | -2%
5: CCCC[n+]1ccn(-c2nc3ccccc3nc2[N-]S(=O)(=O)c2ccc(C)cc2)c1
→ -4% | -1% | 2% | 5% | 18%[59 µM] | 7% | 7% | -10% | -3%
6: CCOc1ccc(NC(=O)Cn2cc(S(=O)(=O)c3ccc(C)cc3)c(=O)c3cc(F)ccc32)cc1
→ -3% | -2% | -20% | -3% | -4%[59 µM] | · | 1% | 57%[activator] | 1%
7: COc1ccc(CN2C(=O)c3cccnc3C2=O)cc1S(=O)(=O)NCc1ccccc1
→ -5% | -15% | -8% | ? | · | -8% | 43% | ? | 0%
8: CC1CCc2c(sc(NC(=O)c3cccn3C)c2C(N)=O)C1 (centres undefined)
→ -22% | 32µM* | · | · | · | 17% | · | ? | ·
9: COc1ccc(CCNC(=O)C2CC(=O)N(C3CCCC3)C2)cc1OC (centres undefined)
→ -2% | -4% | -6% | 21% | -16%[0.0925 µM] | -5% | 6% | 27% | 1%
10: CC(=O)c1cc(C(=O)Nc2cccc(C)c2)c2ccccn12
→ -5% | -27% | -4% | 3% | 2%[59 µM] | · | 3% | 19% | -3%
11: CSCC[C@H](NC(=O)[C@H](CC(C)C)NC(=O)CCNC(=O)[C@@H](NC(=O)[C@H](Cc1ccccc1)NC(=O)[C@H](CO)NC(=O)[C@@H](N)CC(=O)O)C(C)C)C(N)=O
→ 18%[60.1 µM] | · | -6% | · | · | -6% | · | · | 2%
12: CC(=O)Nc1ccc(-n2c(C)nc(=O)c(-c3ccccc3)c2C)cc1
→ -10% | 7% | 6% | -9% | -22%[2.33 µM] | 10% | -2% | 6% | 0%
13: Cc1ccc(CNS(=O)(=O)c2ccc(C(F)(F)F)cc2)n1C
→ -2% | -14% | 8% | ? | 45µM* | 17% | 6% | ? | -4%
14: CCN(CC)C(=O)Cn1cc(C(=O)C(=O)N(CC)C2CCCCC2)c2ccccc21
→ 1% | -15% | -11% | 0% | 7% | 21% | 2% | -2% | -6%
15: COc1ccccc1CN1CCCC2(CCN(C(=O)c3cccc(F)c3)CC2)C1
→ 9%[60.1 µM] | · | · | · | -7%[12.7 µM] | 0% | · | · | 0%
16: Cc1nn(C(=O)c2ccccc2)c(C)c1S(=O)(=O)N1CCCCCC1
→ -9%[60.1 µM] | -15% | -12% | 18% | 3%[59 µM] | · | 2% | 11% | -1%
17: CCCc1nc2ccccc2n1C(=S)SC
→ 0% | -14% | -15% | -25% | ? | -2% | 20% | ? | -5%
18: COc1cc(CN2CCNC(=O)C2CC(=O)NCCCN2CCOCC2)cc(OC)c1 (centres undefined)
→ -5% | -10% | -7% | -13% | ? | 31% | 6% | 19% | 0%
19: COc1ccc(-c2cc(C3CCN(C(=O)OC(C)(C)C)CC3)[nH]n2)cc1
→ -8% | -15% | ? | -13% | 3% | -1% | 0% | 73%[activator] | -7%
20: COc1ccc(Cl)cc1NC(=O)CS(=O)(=O)c1cccc2nsnc12
→ 1% | -15% | -10% | -10% | 23%[59 µM] | 10% | 3% | 25% | -6%
21: O=C(Cn1nc(C(=O)O)c2ccccc2c1=O)NCCC1=CCCCC1
→ -21% | 6% | -2% | -5% | ? | 2% | -17% | 1% | -1%
22: CC(C)NC1CS(=O)(=O)CC1O (centres undefined)
→ -2% | -13% | -9% | -2% | 10%[59 µM] | -1% | 26% | 28% | -3%
23: CCOC(=O)C1CCCN(C(=O)/C=C/c2ccccc2[N+](=O)[O-])C1 (centres undefined)
→ -5% | -15% | -4% | -19% | -3%[59 µM] | -1% | 30% | 2% | -2%
24: CCOC(=O)CN1C(=O)N[C@@H](c2cccs2)C(C(C)=O)=C1C
→ -3% | 2% | · | · | · | -1%[12.4 µM] | · | 8% | -2%[12.4 µM]
25: COc1ccc(C(CNC(=O)c2ccc(S(=O)(=O)N3CC(C)CC(C)C3)cc2)N(C)C)cc1 (centres undefined)
→ -19% | -23% | · | · | · | -10% | · | 2% | ·
26: O=C(CCCCn1c(=O)[nH]c2ccccc2c1=O)NCCc1c[nH]c2ccccc12
→ -3% | -11% | -5% | -2% | 8% | -2% | -7% | -37% | 5%
27: CC(=O)OCc1cc2cccc(C)c2[nH]c1=O
→ -15% | -1% | -18% | 0% | -2% | 19% | 4% | 14% | -4%
28: COc1ccc(OC)c(/C(O)=C/C(=O)C(=O)Nc2ccccc2OC)c1
→ -6% | -10% | -10% | ? | ? | 3% | -15% | 17% | -1%
29: Cc1ccccc1NC(=O)c1cc([N+](=O)[O-])ccc1NCCN1C(=O)CCC1=O
→ 0% | -6% | -13% | -2% | · | -3% | 69% | 85%[activator] | -4%
30: O=C1CC[C@@H](OCc2ccccc2)CCN1CC[C@H](Sc1ccccc1)c1ccccc1
→ -4%&-4% | -27% | 5% | 1% | 40% | 14% | 0% | -2%&23% | -11%

Part of the list above, reduced to Pol beta inh, POLH inh and BLM helicase inh:
no. | SMILES | Pol beta inh | POLH inh | BLM helicase inh
29 | Cc1ccccc1NC(=O)c1cc([N+](=O)[O-])ccc1NCCN1C(=O)CCC1=O | 69% | -6% | -4%
25 | COc1ccc(C(CNC(=O)c2ccc(S(=O)(=O)N3CC(C)CC(C)C3)cc2)N(C)C)cc1 (centres undefined) | · | -23% | ·

New compounds follow
Fields: POLK inh | POLH inh | Anesthetic bind | BAZ2B inh | G9a block | APE1 inh | Pol beta inh | Pol iota inh | BLM helicase inh
31: Cc1ccc(O)c(NC(=S)NC(=O)/C=C/c2ccco2)c1
→ -9% | -1% | -24% | -24% | -4% | -8% | ? | 20% | -5%
32: Cc1ccc2cc(/C=N/NC(=O)[C@@H]3CCCN3)c(Cl)nc2c1
→ -4% | -13% | -11% | -20% | ? | -1% | 26% | 133%[activator] | 9%
33: O=C(Nc1ccccn1)c1cccc(S(=O)(=O)N2CCCC2)c1
→ -15% | 1% | -4% | -9% | -5% | 15% | 7% | 32%[activator] | -1%
34: Cc1ccc(S(=O)(=O)NCC(=O)OCc2cc(=O)oc3cc(C)ccc23)cc1
→ 15% | -7% | · | 6% | 26%[2.33 µM] | 21% | · | 20% | ·
35: O=C(c1ccco1)N1CCN(C(=O)c2cn(-c3ccccc3)nc2-c2ccc(F)cc2)CC1
→ 1% | -12% | · | 1% | ? | -9% | · | 19% | ·
36: Cc1ccc(C(=O)Nc2cccc3cccnc23)cc1C
→ 3% | 3% | -17% | 61%[activator] | 151%[activator] | 14% | 2% | 67%[activator] | -8%
37: CC(=O)Nc1ccc(C(=O)Nc2nnc(CCc3ccccc3)s2)cc1
→ 12% | -3% | -9% | -11% | 27% | 9% | -25% | -52% | -9%
38: O=C1OCCN1C(=O)[C@H]1[C@H](c2ccc([N+](=O)[O-])cc2)C(c2cccc(Cl)c2)=NN1c1ccccc1
→ -11%[60.1 µM] | -19% | -13%&-7% | -34% | ? | -7%&1% | -2% | 17% | -8%[75.6 µM]
39: Cc1cccc(CNS(=O)(=O)c2ccc(-c3cnc(C4CC4)o3)cc2)c1
→ 7% | -12%&-11% | -2%&-6% | -27%&-19% | 15% | 50%[activator] | 3%&-9% | 13%&-11% | -4%&-4%
40: COc1ccc([C@@]2(O)c3c(ccc(CC=C(C)C)c3O)NC(=O)[C@@H]2OC)cc1
→ -7% | -5% | ? | -29% | 10%[12.7 µM] | -12% | -3% | ? | -13%
41: CC(=O)Nc1ccc(NC(=O)c2ccc(NC(=O)c3ccccc3)cc2)cc1
→ -3% | 2% | -7% | -2% | 46% | 13% | 25% | 6% | -12%
42: O=C(CSc1ncn[nH]1)Nc1c(F)cc(F)cc1Br
→ -4% | -7% | -18% | 4% | 14%[59 µM] | -3% | 9% | 15% | -4%
43: CCCCN1C(=O)/C(=C2/Sc3ccc(OC)cc3N2CC)SC1=S
→ -4% | -11% | -4% | -4% | -9%[0.501 µM] | -9% | 42% | 3% | 3%
44: CCOc1c2ccc(C(=O)NCc3ccco3)cc2nn1CCOC
→ -12% | 13% | 5% | -10% | 4%[12.7 µM] | -1% | 4% | 15% | -4%
45: O=C(O)CCC(=O)N1CCC(C(=O)c2cccc(Cl)c2)CC1
→ -11% | 0% | -12% | 6% | 0% | -1% | 15% | 28% | 0%
46: CCc1cccc(OCC(=O)Nc2ccc(S(=O)(=O)N3CCCC3)cc2)c1
→ -6% | -11% | -20% | 0% | 40% | 8% | -3% | -9% | -7%
47: O=C1Nc2ccccc2C12Nc1ccccc1-c1nc3ccccc3n12 (centres undefined)
→ -2% | -9% | ? | -36% | -46%[59 µM] | 8% | -9% | 0% | -25%
48: CN1CCN(S(=O)(=O)c2cccc(C#N)c2)C(c2ccccc2)C1 (centres undefined)
→ -18% | 1% | · | -2% | 56µM* | 42%[activator] | · | 31%[activator] | ·
49: COc1cc(C2OCC3C(c4cc(OC)c(OC)c(OC)c4)OCC23)cc(OC)c1OC (centres undefined)
→ ? | -17% | -12% | -1% | 36%[12.7 µM] | 0% | 4% | 13% | -1%
50: O=c1cc(N2CCOCC2)[nH]c(=O)n1-c1ccc(Br)cc1
→ -2% | 1% | -1% | -6% | ? | 2% | -10% | -17% | 1%
51: COc1cc(/C=C/C(=O)OCC(=O)N2CC(=O)Nc3ccccc32)ccc1O
→ 3% | -4% | -9% | -16% | 14%[59 µM] | -1% | 3% | 26% | -2%

These rows are one share of the data; rates above refer to the full screens.
